ASAP1 inh: inhibitors of human ASAP1 ArfGAP activity, primary screen, biochemical, fluorescence polarization | Arf-GAP with SH3 domain, ANK repeat and PH domain-containing protein 1 (Homo sapiens), … | ASAP1-stimulated ARF1 GTP hydrolysis, GDP FP detection | inhibition, % at 16.5 µM | actives 0.19% (n = 360,000); in the data active = inhibition above about 25%;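 also: 0% = vehicle with enzyme and substrate and 100% = no enzyme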
Target sequence (Q9ULH1 325-724 limits assumed): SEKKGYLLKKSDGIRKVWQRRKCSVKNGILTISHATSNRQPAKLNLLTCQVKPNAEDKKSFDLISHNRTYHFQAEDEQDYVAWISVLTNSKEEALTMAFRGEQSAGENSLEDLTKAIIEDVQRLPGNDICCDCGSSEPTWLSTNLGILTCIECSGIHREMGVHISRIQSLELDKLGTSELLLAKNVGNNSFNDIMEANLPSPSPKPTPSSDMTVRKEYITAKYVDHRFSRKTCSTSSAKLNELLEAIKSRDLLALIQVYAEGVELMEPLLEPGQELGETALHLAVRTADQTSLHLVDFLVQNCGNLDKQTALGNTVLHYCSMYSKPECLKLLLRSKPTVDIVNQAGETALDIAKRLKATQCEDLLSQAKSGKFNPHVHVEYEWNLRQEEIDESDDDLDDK
HGIII-sPLA2 inh: human group III sPLA2 inhibitors, primary screen, biochemical, QFRET, BODIPY PC-A2 liposome substrate | Group 3 secretory phospholipase A2 (Homo sapiens), Q9NZ20 | QFRET BODIPY PC-A2 liposome hydrolysis, fluorescence | inhibition, % at 12.2 µM | actives 0.56% (n = 370,000);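 active = inhibition above mean plus 3 SD of compounds lying within the high and low control bounds, cut at about 19% in these data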;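 also: 0% = median of test compound wells and 100% = no enzyme DMSO wells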
DDE Tn6 FP inh: inhibitors of Tn6 peptide binding to fibrin DD(E), primary screen, biochemical, fluorescence polarization, human fibrin, Tn6 probe. Fibrin DD(E) TRITC-Tn6 fluorescence polarization displacement. inhibition, % at 8.3 µM. actives 0.21% (n = 370,000);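 active = inhibition above a per-campaign cutoff: mean of compounds within control limits plus 3 SD, cut at about 15% in these data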;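 also: 0% = median of all compound wells on the plate and 100% = blocking peptide control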
GAA850 FXN act: FXN promoter activators, primary screen, cell-based, luciferase luminescence, HEK293 lucGAA850. HEK293 lucGAA850 FXN promoter luciferase reporter, 24 h; percent of 10 µM SAHA response. activation, % at 6 µM. actives 0.56% (n = 360,000). AID 540364, 2011;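 active = activation above the average of all compounds screened plus 3 SD, cutoff fixed separately per campaign, cut at about 7.5% in these data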;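 also: 0% = DMSO wells and 100% = 10 µM SAHA wells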
GC-A act: GC-A stimulated cGMP production enhancers – HEK293 GC-A cells, cGMP TR-FRET, EC30 ANP, primary screen; Atrial natriuretic peptide receptor 1 (Homo sapiens), P16066; 0% at EC30 ANP, 100% saturating ANP; actives 0.14% (n = 370,000); activation, % at 10 µM; in the data active = activation above about 40%
rCAG RNA binder: binders of r(CAG) RNA repeats, primary screen, biochemical, fluorescence; r(CAG) RNA repeat, TO-PRO-1 dye displacement fluorescence; inhibition, % at 3 µM; actives 1.3% (n = 370,000);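 active = inhibition above the plate cutoff, the mean of all test compounds on that plate plus 3 SD, cut at about 35% in these data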;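 also: 0% = DMSO alone and 100% = 100 µM mitoxantrone as full dye displacement; higher means more dye released from RNA so lower well fluorescence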
ADAM10 inh: human ADAM10 inhibitors, primary screen, biochemical, QFRET, HTS. Disintegrin and metalloproteinase domain-containing protein 10 (Homo sapiens), O14672. recombinant ADAM10, EDANS/DABCYL FRET peptide cleavage, 3 h. inhibition, % at 7 µM. actives 0.62% (n = 370,000). AID 720582, 2013;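 active = inhibition above a per-campaign cutoff equal to the mean of compounds falling between control-based bounds plus 3 SD, cut at about 20% in these data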;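 also: 0% = DMSO wells while the 100% control is not disclosed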
NPR2 activator: human GC-B receptor activators, primary screen, HEK293 GC-B cells, cGMP TR-FRET, EC30 CNP | Atrial natriuretic peptide receptor 2 (Homo sapiens), P20594 | 0% at EC30 CNP, 100% saturating CNP | activation, % at 10 µM | actives 0.11% (n = 370,000);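 active = activation at 10 µM reaching about 35% in either raw or pattern-adjusted values, limit read from the data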
proKLK7 act: proKLK7 zymogen activators, primary screen, biochemical, fluorescence intensity; Kallikrein-7 (Homo sapiens), P49862; purified proKLK7, EDANS-DABCYL substrate fluorescence; 100% is mature enzyme control, 0% vehicle; activation, % at 7 µM; actives 0.9% (n = 370,000); AID 652039, 2013;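 active = activation above the mean of all tested compounds plus 3 SD, computed per campaign excluding outliers beyond control limits, cut at about 13% in these data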
Target sequence (P49862 whole entry, looked up): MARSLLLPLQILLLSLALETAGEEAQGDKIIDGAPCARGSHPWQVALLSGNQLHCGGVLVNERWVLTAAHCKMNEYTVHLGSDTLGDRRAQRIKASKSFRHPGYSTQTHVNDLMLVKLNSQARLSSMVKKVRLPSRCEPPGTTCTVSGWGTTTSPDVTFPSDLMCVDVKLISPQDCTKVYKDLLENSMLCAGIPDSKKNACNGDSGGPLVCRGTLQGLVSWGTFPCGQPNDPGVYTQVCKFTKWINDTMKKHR
ARFGAP1 inh: inhibitors of rat ARFGAP1 GAP activity, primary screen, biochemical, fluorescence polarization, GDP tracer; ADP-ribosylation factor GTPase-activating protein 1 (Rattus norvegicus), Q62848; AID 651572, 2012; Arfgap1-stimulated ARF1 GTP hydrolysis, GDP FP detection; inhibition, % at 16.5 µM; actives 0.26% (n = 360,000);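 active = inhibition above a per-plate limit, mean inhibition of low control wells plus 3 SD, cut at about 25% in these data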;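 also: 0% = DMSO wells with enzyme and 100% = wells lacking Arfgap1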
Target sequence (Q62848 1-136 limits assumed): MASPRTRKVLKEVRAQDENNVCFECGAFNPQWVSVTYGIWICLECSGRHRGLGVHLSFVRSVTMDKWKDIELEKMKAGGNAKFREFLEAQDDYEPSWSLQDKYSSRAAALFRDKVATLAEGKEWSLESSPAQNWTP
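Repeats: one replicate per compound; assay system: rat Arfgap1 catalytic domain, aa 1-136; times: enzyme reaction 120 min at 25 °C after 20 min preincubation; detection: FP of antibody-bound GDP Alexa 633 tracer, ex 620/em 688 nm; benchmarks: high control wells lacking Arfgap1, low control full reaction with DMSO; reagent: human ARF1(Δ1-17)-GTP substrate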
The depositor's hits bear a star; i = inactive; / = no result given.

#	Molecule	ASAP1 inh	HGIII-sPLA2 inh	DDE Tn6 FP inh	GAA850 FXN act	GC-A act
1	CC(C)[C@H](NC(=O)Nc1ccccc1F)C(=O)O	5	3	4	-2.0	3
2	CCOc1ccc(NC(=O)CN2CC(c3ccccc3)CC2=O)cc1 (stereo not given)	-1	-2	-3	1.1	2
3	COc1ccccc1NC(=O)c1sc(Cl)nc1C	10	-5	4	0.4	3
4	O=C(NC1CCCCC1)N(CCO)Cc1cc2cc3c(cc2[nH]c1=O)OCCO3	-13	2	-4	-0.1	5
5	Cc1ccccc1OCc1nc(-c2ccc(NC(=O)c3cccs3)cc2)no1	-6	-7	3	3.9	-1
6	CC(=O)Nc1ccc(/C(C)=N/NC(=O)C2CC2c2ccccc2)cc1 (stereo not given)	8	-4	3	0.5	-2
7	CC1(c2ccccc2)NC(=O)N(CC(=O)N(c2ccccc2)C2CCS(=O)(=O)C2)C1=O (stereo not given)	1	-2	1	-1.6	0
8	CC(C)(C)c1ccc(S(=O)(=O)NCC2CCN(C(=O)C(=O)c3cccs3)CC2)cc1	-16	-30	6	/	0
9	CCN1C[C@@H]2[C@@H]3C(=O)N(C)C(=O)[C@@H]3[C@](Cc3ccccc3)(C1=O)N2C(=O)c1ccc(Cl)c(Cl)c1	-6	-3	4	-1.1	-8
10	Cc1cc(C(=O)N2CCN(c3ccc([N+](=O)[O-])cc3)CC2)no1	-6	0	-3	2.9	0

#	rCAG RNA binder	ADAM10 inh	NPR2 activator	proKLK7 act	ARFGAP1 inh
1	1	-2	1	0.5	-1
2	1	-4	3	0.1	0
3	-2	-11	7	0.3	4
4	-8	i	2	2.3	5
5	7	5	6	-0.1	-8
6	-2	3	0	0.8	1
7	4	-2	7	0.5	-4
8	3	1	5	1.1	-2
9	22	12	-6	-0.4	2
10	1	11	-4	0.4	9

Copied from the entries so far for reference:
#	Molecule	ASAP1 inh	HGIII-sPLA2 inh	DDE Tn6 FP inh	GAA850 FXN act	GC-A act
1	CC(C)[C@H](NC(=O)Nc1ccccc1F)C(=O)O	5	3	4	-2.0	3
2	CCOc1ccc(NC(=O)CN2CC(c3ccccc3)CC2=O)cc1 (stereo not given)	-1	-2	-3	1.1	2
3	COc1ccccc1NC(=O)c1sc(Cl)nc1C	10	-5	4	0.4	3
4	O=C(NC1CCCCC1)N(CCO)Cc1cc2cc3c(cc2[nH]c1=O)OCCO3	-13	2	-4	-0.1	5
5	Cc1ccccc1OCc1nc(-c2ccc(NC(=O)c3cccs3)cc2)no1	-6	-7	3	3.9	-1
6	CC(=O)Nc1ccc(/C(C)=N/NC(=O)C2CC2c2ccccc2)cc1 (stereo not given)	8	-4	3	0.5	-2
7	CC1(c2ccccc2)NC(=O)N(CC(=O)N(c2ccccc2)C2CCS(=O)(=O)C2)C1=O (stereo not given)	1	-2	1	-1.6	0
8	CC(C)(C)c1ccc(S(=O)(=O)NCC2CCN(C(=O)C(=O)c3cccs3)CC2)cc1	-16	-30	6	/	0

#	rCAG RNA binder	ADAM10 inh	NPR2 activator	proKLK7 act	ARFGAP1 inh
1	1	-2	1	0.5	-1
2	1	-4	3	0.1	0
3	-2	-11	7	0.3	4
4	-8	i	2	2.3	5
5	7	5	6	-0.1	-8
6	-2	3	0	0.8	1
7	4	-2	7	0.5	-4
8	3	1	5	1.1	-2

Continuation:
#	Molecule	ASAP1 inh	HGIII-sPLA2 inh	DDE Tn6 FP inh	GAA850 FXN act	GC-A act
11	COCCC1CCCCN1C(=O)c1cc(COc2ccc(C)nc2)on1 (stereo not given)	4	0	11	1.4	-1
12	CCCSc1nc2cc(S(=O)(=O)N3CCOCC3)ccc2n1CC	-18	-6	-6	2.1	9
13	CSc1cccc(NC(=O)COC(=O)C2(c3ccccc3)CC2)c1	-1	-24	0	1.4	-2
14	COc1nc(N2CCCCCC2)nc(N2CCCCCC2)n1	-7	0	-7	-1.9	-3
15	O=C(CNC(=O)c1ccc(Br)o1)Nc1ncccc1O	1	6	13	1.8	0
16	CCCOP(=O)(c1ccccc1)c1ccccc1	2	7	-7	-1.0	-2
17	Cc1cccc(C(=O)Nc2ccc(N3CCN(c4ccc(C(F)(F)F)cn4)CC3)nc2)c1	-2	4	-2	1.2	-1
18	Cc1cc(C)c(CSc2ncc(-c3ccc([N+](=O)[O-])cc3)[nH]2)c(C)c1	15	-2	-7	0.6	-3
19	Cc1ccc(OC(C)C(=O)N/N=C/c2ccccn2)cc1 (stereo not given)	11	10	4	-1.8	4
20	CCN(CC(=O)NC1CCCCC1)S(=O)(=O)c1ccc(Cl)cc1	-10	9	2	0.0	1

#	rCAG RNA binder	ADAM10 inh	NPR2 activator	proKLK7 act	ARFGAP1 inh
11	-5	6	3	-0.3	0
12	-6	3	12	-0.5	-3
13	0	8	2	-0.5	-8
14	-6	-3	1	-0.7	-2
15	-3	-12	3	0.2	17
16	-6	-2	-2	0.2	0
17	0	-1	2	0.2	6
18	14	34*	3	0.0	12
19	-4	-4	-1	0.1	7
20	-6	4	1	0.1	-11

Other results
#	Molecule	ASAP1 inh	HGIII-sPLA2 inh	DDE Tn6 FP inh	GAA850 FXN act	GC-A act
21	COc1ccc(C=NCCc2ccc(OC)c(OC)c2)cc1OC	-8	7	-1	0.3	2
22	CC(C)(C)n1nnnc1C(c1cccs1)N(Cc1ccc(Cl)cc1)CC1CCCO1 (stereo not given)	16	-5	-8	7.8*	-31
23	CCOC(=O)N1CCN(C(=O)c2cc3c(=O)n4ccccc4nc3s2)CC1	8	2	-3	-1.2	3
24	Cc1ccc(S(=O)(=O)N2CCN(C(=O)CCC(=O)NCc3ccc(F)cc3)CC2)cc1	0	9	6	2.2	2
25	CCOC(=O)C1(Cc2ccccc2C)CCCN(C(=O)c2ccc3nccnc3c2)C1 (stereo not given)	2	-7	1	0.6	-2
26	NS(=O)(=O)c1ccc(NC(=S)NC(=O)C2CCCCC2)cc1	17	5	-10	3.4	-6
27	Cc1ccccc1C(=O)NC1CCCCN(Cc2cccc(Cl)c2)C1=O (stereo not given)	/	2	0	/	2
28	COc1ccc(Cl)cc1S(=O)(=O)N(C)CC(=O)NCc1ccccn1	9	4	0	0.5	0
29	C[C@@H]1CN([C@H](C)CO)C(=O)CCCn2nncc2CO[C@H]1CN(C)S(=O)(=O)c1ccc(C#N)cc1	-10	6	-8	1.3	1
30	COc1ccccc1NC(=O)COC(=O)c1ccc2c(c1)nc(C)n2-c1ccccc1	-1	3	-6	2.6	-3

#	rCAG RNA binder	ADAM10 inh	NPR2 activator	proKLK7 act	ARFGAP1 inh
21	3	-18	5	0.3	-2
22	0	3	-29	0.5	6
23	-2	i	2	17*	12
24	-4	1	3	-0.2	-5
25	-6	-5	5	0.1	11
26	4	11	-4	0.0	8
27	0	-2	0	0.1	/
28	0	-9	3	-0.6	14
29	-2	-11	2	-0.4	0
30	1	-22	-4	-1.1	-8

(listing goes on)
#	Molecule	ASAP1 inh	HGIII-sPLA2 inh	DDE Tn6 FP inh	GAA850 FXN act	GC-A act
31	NC(=O)C1(c2ccccc2)OC1c1ccccc1 (stereo not given)	20	0	2	1.1	-1
32	CCN(CC(=O)Nc1c(F)cccc1F)C(=O)/C=C/c1ccc(C)o1	-5	-3	-3	1.4	-2
33	Cc1ccc(C)c(S(=O)(=O)N2CCCCC2CCNC(=O)C(=O)NCCc2ccco2)c1 (stereo not given)	-10	1	8	-0.1	-5
34	C[C@H]1CCCCO[C@@H](CN(C)S(=O)(=O)c2ccc(F)cc2)[C@@H](C)CN([C@@H](C)CO)C(=O)c2cc(NC(=O)Nc3ccc4c(c3)OCO4)ccc2O1	10	-17	-8	-1.2	0
35	Cc1ccc(CC(=O)N2CCN(c3ccccn3)CC2)cc1	-11	0	-2	0.6	1
36	CCn1c(SCC(=O)NCC(=O)Nc2ccc(F)cc2)nnc1-c1cccs1	-10	0	1	1.0	-1
37	Cc1ccc2nc(Cl)c3cc(C(=O)N(CCN(C)C)Cc4ccco4)sc3c2c1	2	4	-9	3.5	13
38	COc1cc(NC(=O)C2CCN(S(=O)(=O)c3ccc4c(c3)CC(C)N4C(C)=O)CC2)cc(OC)c1OC (stereo not given)	-15	-8	2	1.1	1
39	O=C(Nc1nc2ccccc2[nH]1)c1cccc(F)c1	-10	13	0	1.4	1
40	Cc1ccc(-c2cc(C(=O)Nc3cc(C)on3)no2)cc1	-1	9	-2	2.8	4

#	rCAG RNA binder	ADAM10 inh	NPR2 activator	proKLK7 act	ARFGAP1 inh
31	0	-3	-4	0.0	4
32	1	-5	1	0.5	5
33	-5	-6	0	0.1	7
34	15	4	2	0.6	13
35	-8	-14	-3	0.6	-5
36	-6	-1	4	0.0	9
37	-7	-26	0	0.4	-2
38	0	-3	1	0.2	3
39	2	-5	0	-0.3	6
40	-4	-10	-2	-0.4	12

Going on with the list.
#	Molecule	ASAP1 inh	HGIII-sPLA2 inh	DDE Tn6 FP inh	GAA850 FXN act	GC-A act
41	O=C(CN1C(=O)/C(=C/c2ccccc2F)Oc2ccccc21)N1CCN(c2ccccn2)CC1	13	1	-6	4.0	-1
42	C=CCOC(=O)C1=C[C@@H](c2csc3ccccc23)C[C@@H](OCCCCO)O1	-1	-7	-5	0.1	-2
43	Cc1ccc(C(=O)NCCC2=CCCCC2)cc1S(=O)(=O)N1CCCCC1	28*	-2	-3	5.0	4
44	CC(C)[C@H](NC(=O)c1ccco1)C(=O)OCC(=O)Nc1cccc(F)c1	-2	-7	7	-0.8	-2
45	O=C(COC(=O)Cn1cnc2ccccc21)Nc1ccc(Br)cc1	5	-11	8	0.3	-1
46	Nc1ccc(Cn2ccc3c4c(N)nc(N)nc4ccc32)cc1	13	22*	2	-8.1	8
47	Cc1cc(C)c(C)c(S(=O)(=O)NCc2ccc(C(=O)NCC3CCCO3)cc2)c1C (stereo not given)	-9	2	-8	2.5	-6
48	Cc1cccc(C)c1NC(=O)NNC(=O)c1cc(C(C)(C)C)nn1Cc1ccccc1	2	0	5	2.8	4
49	O=S(=O)(Nc1ccc(-c2nnc(SCc3ccc(Cl)cc3)o2)cc1)c1ccccc1	6	-75	-9	1.6	1

#	rCAG RNA binder	ADAM10 inh	NPR2 activator	proKLK7 act	ARFGAP1 inh
41	2	-56	-8	-0.3	0
42	3	-16	2	-0.1	1
43	-3	-1	3	0.0	-1
44	-4	1	0	-0.2	4
45	3	-1	-8	0.6	1
46	5	-119	-2	3.9	6
47	-6	3	-4	-0.3	2
48	-8	-4	3	-0.5	-4
49	28	18	4	0.1	2
